AID inhibitor = Primary qHTS assay for inhibitors of Activation Induced Cytidine Deaminase (AID): AID signal; AID deamination FRET fluorescence, UDG-coupled, 4 h; Potency, µM (highest dose often 115 µM), inactives show at the highest dose activity change, negative = inhibition, most hits filed as inhibitors; 0.32% of 91,000 active; AID 1347428, 2020; note: nearly all actives have a fitted effect of over 25% in size
Target sequence (Q9GZX7 whole entry, looked up): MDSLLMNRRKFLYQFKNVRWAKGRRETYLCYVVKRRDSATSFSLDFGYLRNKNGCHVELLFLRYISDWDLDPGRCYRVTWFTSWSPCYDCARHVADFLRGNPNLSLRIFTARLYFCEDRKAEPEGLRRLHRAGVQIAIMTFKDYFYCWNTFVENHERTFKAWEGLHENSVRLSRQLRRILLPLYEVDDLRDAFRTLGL
UDG counterscr = Primary qHTS assay for inhibitors of Activation Induced Cytidine Deaminase (AID): UDG Counterscreen signal; Uracil-DNA glycosylase; FRET deamination/UDG coupled assay, UDG read, 4 h; Potency, µM (titrated, usually from 115 µM), for inactives: top-dose activity change, negative = inhibition, usual class: inhibitors; 0.14% of 91,000 active; AID 1347430, 2020; note: nearly all actives have a fitted effect of over 65% in size
* hit, by the source's call; ? = inconclusive; [ ] = remark or other dose. Calls come from the whole dose curve; as a rule, active = well fitted curve in the direction sought with a large enough effect; inconclusive = small, poorly fitted or top-dose-only effect, or another doubt; inactive = no such curve, though single readings can be large; an effect the other way counts as inactive or inconclusive. % is set by controls: 0 for no effect and ±100 for the full control effect; potency is the fitted concentration of half-maximal effect. A portion of the library, so the mix of outcomes need not match the whole.

SMILES	AID inhibitor	UDG counterscr
CCCC(=O)OCc1cnc(C)c2oc(=O)c(C(=O)Nc3cccc(C(F)(F)F)c3)cc12	17.3%	13.3%
CC(C)CN(CCCNC(=O)c1cn(C)c2ccc(S(=O)(=O)N(C)C3CCCCC3)cc2c1=O)CC(C)C	-8.7%[57.5 µM]	-4.5%[57.5 µM]
CC(=O)Nc1ccc(CNC2CCCCC2C(F)(F)F)cc1 (stereo not drawn)	-3.5%	-0.3%
CCC(=O)N1CCc2cc(S(=O)(=O)NCCC(=O)Nc3ccc(OC)c(OC)c3)ccc21	-2.3%	3.8%
CC(NC(=O)CCNC(=O)C12CC3CC(CC(C3)C1)C2)C1CC2CCC1C2 (stereo not drawn)	-7.5%	-4.6%
Cc1cc(C)c2oc(C(=O)Nc3c(C)n(C)n(-c4ccccc4)c3=O)cc(=O)c2c1	-25.3%[57.5 µM]	-8.0%[57.5 µM]
O=[N+]([O-])c1ccc(NC(c2ccccc2)c2ccccc2)cc1	-13.5%	-11.5%
COc1ccc(-n2nc(C(=O)NCCc3ccc(Cl)cc3)c3c4ccccc4n(C)c3c2=O)cc1Cl	8.5%	-3.4%
O=C(NCCN1CCOCC1)c1ccc(CN2CC(=O)N3CCCCC3C2=O)cc1 (stereo not drawn)	7.0%	10.5%
C1CCNC(CN2CCCC2)CC1 (stereo not drawn)	11.5%	-3.7%
O=C(O)COc1ccc(/C=N/O)cc1	2.1%	-4.5%
COc1ccc(Nc2c(-c3ccc(C)o3)nc3ccc(Cl)cn23)cc1	8.0%	-7.2%
C/C(=N\NC(=O)C1CC1c1ccccc1)c1ccncc1 (stereo not drawn)	-13.4%	-14.5%
CC1CCCC(NC(=O)c2cc(-c3ccccc3)nc3ccccc23)C1C (stereo not drawn)	1.3%	4.6%
CCN1CCN(CCCNC(=O)CS(=O)(=O)Cc2nc(-c3cccc(OC)c3)oc2C)CC1	-8.2%	-6.2%
Cc1cccc(Cn2c(=O)n(-c3ccccc3C)c(=O)c3c2c2cc(C)ccc2n3C)c1	-29.3%	6.9%
COc1ccc(/C=N/OCc2ccc(Cl)cc2Cl)c(OC)c1	-7.1%	2.2%
COc1ccc(N2CC(NC(=O)c3c(F)cccc3F)CC2=O)cc1 (stereo not drawn)	-7.1%	4.7%
CC1=C(C(=O)Nc2ccc(Cl)cc2)C(c2cccs2)n2nc(SCc3cccc(Cl)c3)nc2N1 (stereo not drawn)	6.8%	-4.5%
CC(C)(C)c1ccc(C(=O)NCCC(=O)NC2CCCCCC2)cc1	9.9%	1.8%
O=C(NCCCN1CCN(c2ccccc2)CC1)c1nnc(Cc2ccc(F)cc2)o1	-10.2%	3.1%
CC1C(=O)CCN(CCO)C1C (stereo not drawn)	5.5%	-0.2%
CC(=O)NC(C)C(=O)NC(C)c1cccc(Cl)c1 (stereo not drawn)	-6.0%	-8.9%
Cc1cccn2cc(CSc3ncc(C(F)(F)F)cc3Cl)nc12	-2.4%	-0.8%
COCCNc1nc(-c2[nH]c(C)c(C(=O)OC)c2C)cs1	24.2%	25.6%
CC(Oc1ccc2ccc(=O)oc2c1)C(=O)c1ccccc1 (stereo not drawn)	-5.9%	-5.8%
CCN(Cc1ccc(C(=O)NCCC(=O)N2CCCC2)cc1)C(C)C	3.3%	4.3%
CCC(=O)N1CCc2cc(Br)cc(S(=O)(=O)NCCc3ccccc3Cl)c21	-6.4%	-8.7%
O=C(NCCc1nc2ccccc2[nH]1)c1ccc(N2CCCN(Cc3ccc(F)cc3)C2=O)cc1	-12.0%	-4.9%
COc1ccccc1CNS(=O)(=O)c1c(C(=O)N2CCC(C)CC2)c(C)n(C)c1C	12.9%	1.5%
COc1cccc(NC(=O)C(C)Nc2ccc3oc(C)nc3c2)c1 (stereo not drawn)	22.9%	1.2%
COc1ccc(CCNC(=O)CSc2nc3nc(C)c(Cc4ccc(C)cc4)c(C)n3n2)cc1OC	-22.1%	-8.1%
CC(C)(C)c1ccc(-c2csc(NC=C(C#N)C#N)n2)cc1	-12.7%	6.9%
COc1ccc2c(C)c(CC(=O)NCCCOC(C)C)c(=O)oc2c1OC	0.9%	2.9%
COc1ccc(OC)c(NC(=O)Cn2cnc3ccc(S(=O)(=O)N4CCC(C)CC4)cc3c2=O)c1	-21.7%	-8.4%
CC1CC(C)CN(C(=O)c2cc3ccccc3cc2O)C1 (stereo not drawn)	0.1%	0.2%
Cc1cc(-c2nc3ncccc3o2)ccc1NC(=O)COc1cc(C)c(Cl)c(C)c1	-19.2%	-11.2%
Cc1ccccc1NC(=O)CNc1nc(Nc2ccccc2)nc(Nc2ccccc2)n1	-7.6%	2.8%
N#CCN(Cc1ccc(C(F)(F)F)cc1)C1CC1	-0.1%	-5.6%
CC1C(c2cccs2)=[N+]([O-])C(C)(c2ccccc2)N1O (stereo not drawn)	-2.4%	8.5%
COc1ccc(NC(=O)c2cccc(N3CCCS3(=O)=O)c2)cc1	5.2%	36.5%[activator]
Cc1ccc(N2CCn3c2nc2c3c(=O)n(CCCc3ccccc3)c(=O)n2C)cc1	-17.0%	-12.3%
Cc1ccc(NC(=O)c2ccc(NC(=O)CCS(=O)(=O)c3cccs3)cc2)cc1F	22.4%	-0.4%
CCOC(C)C(=O)Nc1ccc2c(c1)NC(=O)CS2 (stereo not drawn)	9.5%	-0.4%
CCOc1ccc(N2CC(C)Cn3c2nc2c3c(=O)n(Cc3c(F)cccc3Cl)c(=O)n2C)cc1 (stereo not drawn)	?	?
COc1ccc(N2CCN(CC(O)COc3ccc(C(C)C)c(C)c3)CC2)cc1 (stereo not drawn)	18.7%[57.5 µM]	-6.7%[57.5 µM]
Cc1cccc(CC(=O)NC2CC(=O)N(c3cccc(F)c3)C2)c1 (stereo not drawn)	-1.8%	-1.5%
COCc1nnc(NC(=O)Cn2ccc3ccc(Br)cc32)s1	6.1%	1.6%
COc1ccc(C(=O)Nc2nnc(S(=O)(=O)N(C)c3ccc(C)cc3)s2)cc1	-14.7%	-0.6%[57.5 µM]
CC(C)(C)SCC(=O)NCC1CCN(c2ccccc2)C1 (stereo not drawn)	-4.1%	-4.6%
COC(=O)c1ccccc1NC(=O)c1ccc(COc2cc(C)cc(C)c2)o1	-15.0%	-8.4%
CSc1ccc(CCNC(=O)c2cc3n(n2)CCCN(Cc2ccc(C)cc2)C3=O)cc1	?	-4.4%
COc1ccc(C(=O)Sc2ccc(C)cc2)cc1	2.8%	4.9%
CC(=O)c1cccc(NC(=O)Nc2cccc(Br)c2)c1	-8.3%	-1.9%
CCN(CC)CCNC(=O)C1CCN(C(=O)c2cnn(-c3ccccc3)c2-n2cccc2)CC1	6.3%	9.2%
COCCn1c(-c2ccc(Cl)cc2)n[nH]c1=S	2.3%	-3.6%
Cc1ccc(N=Cc2ccc(N(C)C)cc2)c(C)c1	-2.5%	-3.5%
COc1ccc(Cl)cc1NC(=O)c1cc(-c2ccc3c(c2)OCO3)on1	-5.3%	31.6%[activator]
CCc1ccccc1N1CC(c2nc3ccccc3n2CCCCOc2ccccc2OC)CC1=O (stereo not drawn)	1.4%	-8.6%
O=C(NC1CC(=O)N(c2ccc(Cl)cc2)C1)c1ccc(S(=O)(=O)N2CCOCC2)cc1 (stereo not drawn)	-8.0%	-6.5%

New compounds follow:
SMILES	AID inhibitor	UDG counterscr
CCOC(=O)c1c(C)oc2nc(C)nc(NCC3CCN(Cc4ccc(F)cc4)CC3)c12	12.2%	?
Cc1nc2nc(C)c(CCC(=O)NCc3cccc(Cl)c3)c(C)n2n1	11.8%	-0.6%
O=C(OCC(=O)c1c[nH]c2ccccc12)c1cccs1	-16.1%	-12.2%
O=c1oc2c(CN3CCOCC3)c(O)ccc2cc1-c1ccc(Cl)cc1	-14.9%	-5.6%
CCOC(=O)c1c(C)[nH]c(C)c1S(=O)(=O)N1CCC(C(=O)Nc2ccc(OCC)cc2)CC1	-0.1%	9.9%
CCc1ccc(NC(=O)c2cnn3c2NC(C(=O)O)=CC3c2cc(OC)ccc2OC)cc1 (stereo not drawn)	-2.7%	8.9%
CCc1cccc(NC(=O)Cn2c(=O)n(Cc3ccccc3)c(=O)c3c(C)c(C(=O)N(C)C)sc32)c1	-27.7%	-24.1%
CC(C)(CNC(=O)Nc1nccs1)N1CCc2ccccc2C1	7.5%	10.2%
CC1CC(C(C)(C)C(C)C)CC/C1=N\O (stereo not drawn)	-0.4%	-8.1%
COc1ccc(NC(=O)Cn2c(=O)oc3cc(S(=O)(=O)N4CCC(C)CC4)ccc32)c(OC)c1	-14.9%	8.4%
COC(=O)c1ccc(C2C(c3ccc(OC)cc3)=C(O)C(=O)N2CCc2ccccc2)cc1 (stereo not drawn)	0.3%	-2.2%
CC1(c2ccccc2)CC(C)(C)N(C(=O)c2ccccc2Cl)c2ccccc21 (stereo not drawn)	-4.1%	?
Cc1ccccc1NC(=O)Cn1c(=O)n(CCCCCC(=O)NCc2ccc3c(c2)OCO3)c(=O)c2sccc21	0.6%	-2.4%
CCN1CCN(c2oc(-c3ccc(COc4ccc(C)cc4)o3)nc2C#N)CC1	?	-18.6%
COc1ccccc1N1CCN(C(=O)CCS(=O)(=O)c2cc(Br)cc3c2N(C(C)=O)CC3)CC1	-2.0%	-12.3%
O=C(CCc1ncc(-c2c(F)cccc2F)o1)Nc1ccccc1F	-4.4%	-3.6%
COC(=O)c1occc1/C=C/C(=O)c1ccc(C#N)cc1	-11.0%	-4.1%
Cc1ccc2c(CN3CCN(Cc4ccccc4)CC3)cc(=O)oc2c1C	-10.3%	-9.5%
COc1ccc2c(c1)c1c(c(=O)n(Cc3ccccc3)c(=O)n1CC(=O)Nc1cc(C)cc(C)c1)n2C	13.7%	-0.2%
CC1(C)Cc2nc(-c3ccccc3)nc(SCC(=O)N3CCCC3)c2CO1	-5.1%	4.0%
COc1ccc(NC(=O)COc2ccc(/C(C)=N/O)cc2)cc1	-0.2%	6.2%
COC(=O)c1ccc(COC(=O)CCC(=O)c2ccc(Cl)cc2)cc1	-5.3%	-9.7%
COC(=O)c1ccc(Oc2coc3cc(OC(=O)c4cccs4)ccc3c2=O)cc1	-4.3%	0.9%
COc1ccc(CCNc2oc(-c3ccc(OC)cc3)nc2C#N)cc1	-10.6%	-1.7%
CC(C)n1nc(C(=O)OCC(=O)Nc2ccc(Cl)cc2F)c2ccccc2c1=O	-4.0%	-3.8%
O=C(CCc1ccccc1)N(Cc1cccnc1)c1nc2c(F)cccc2s1	-8.2%	-12.8%
CN(C)c1ccc(C(=O)NCc2ccc3c(c2)CCN3C(=O)c2ccccc2)cc1	-5.9%	79.4µM*
Cc1ccc(NC(=O)CN(C)C(=O)c2cc3ccc(F)cc3nc2C)cc1	-6.0%	-9.5%
CCN(CC)CCNC(=O)c1ccc2c(c1)NC(=O)C(CS(=O)(=O)Cc1cccc(Br)c1)N2 (stereo not drawn)	103.4%[activator]	-4.2%
Cc1ccc(-c2nc3c4ccccc4n(CC(=O)N4CCN(c5ccc(F)cc5)CC4)c(=O)n3n2)cc1	2.4%	-19.1%[57.5 µM]

One compound at a time, as listed above:
`COC(=O)c1ccc(Oc2coc3cc(OC(=O)c4cccs4)ccc3c2=O)cc1` across the screens: AID inhibitor: -4.3%; UDG counterscr: 0.9%
`CN(C)c1ccc(C(=O)NCc2ccc3c(c2)CCN3C(=O)c2ccccc2)cc1` across the screens: AID inhibitor: -5.9%; UDG counterscr: 79.4µM*

The listing continues:
SMILES	AID inhibitor	UDG counterscr
CCCCCCc1ccc(N=Cc2ccc(OCC(C)CC)cc2O)cc1 (stereo not drawn)	0.2%	2.2%
CCN1CCN(c2cc(C)c3cc(NC(=O)c4cc(OC)c(OC)c(OC)c4)ccc3n2)CC1	46.2%[activator]	-18.1%[57.5 µM]
COc1cc(C(=O)NCC2(c3ccccc3)CC2)cc(OC)c1OC	-4.8%	3.5%
CCCCNc1nc(-c2ccc(N(CC)S(C)(=O)=O)cc2)cs1	-10.9%	-10.6%
CC(C)Nc1nc(-c2ccc(NS(C)(=O)=O)cc2)cs1	-2.4%	-1.8%
N#Cc1ccc(OCCN2CCCc3ccccc32)cc1	-5.3%	0.6%
Fc1ccc(CSc2ncnc3nc[nH]c23)cc1	3.8%	7.5%
O=C(CSc1ccccc1F)c1ccc2c(c1)OCCO2	-21.9%	-4.6%
O=C1CN(C(=O)c2ccc(S(=O)(=O)N3CCCC3)cc2)C(c2ccccc2)c2cc(Cl)ccc2N1 (stereo not drawn)	-23.0%	-3.4%
Cc1ccccc1CNC(=O)Cn1c(=O)c2cccn2c2cccnc21	-17.0%	-1.8%
Cc1ccc(NC(=O)c2oc3ccc(S(=O)(=O)N4CCCCC4)cc3c2C)cc1Cl	1.1%	-14.0%
COc1ccc(/C=C/C(=O)Nc2ccc3nc(N4CCC(C)CC4)cc(C)c3c2)cc1OC	?	-16.6%
